# Screening data deposited in PubChem by National Center for Advancing Translational Sciences (NCATS).
# FBPA Giardia inh – blocks Giardia fructose-bisphosphate aldolase activity | Potency, µM (series often up to 59.6 µM), without a hit: at the top dose activity, negative = inhibition, usual class: inhibitors | AID 2451 | actives 0.71% (n = 290,000) | purified Giardia FBPA; further: potency means the concentration at half of the fitted maximal effect; nearly all actives have a fitted effect of over 55% in size
# Target sequence (A8B2U2 whole entry, looked up): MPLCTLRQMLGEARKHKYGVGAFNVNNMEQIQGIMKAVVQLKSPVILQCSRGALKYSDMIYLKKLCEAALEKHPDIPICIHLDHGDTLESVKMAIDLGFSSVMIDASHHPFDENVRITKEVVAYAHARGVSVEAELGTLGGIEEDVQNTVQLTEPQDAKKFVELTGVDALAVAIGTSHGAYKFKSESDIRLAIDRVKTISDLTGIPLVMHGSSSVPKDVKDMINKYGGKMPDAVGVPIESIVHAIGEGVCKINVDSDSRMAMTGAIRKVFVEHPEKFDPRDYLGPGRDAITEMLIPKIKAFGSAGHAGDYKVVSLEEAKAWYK
#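 40 nM FBPA preincubated 10 min at RT with compound (up to 57.5 uM final), then substrate plus GAPDH/TPI/NAD/arsenate coupling and diaphorase/resazurin added. Fluorescence read after 20 min at RT, 525/598 nm.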
# Sm TGR inh – blocks Schistosoma mansoni thioredoxin glutathione reductase; Q962Y6; purified TGR, DTNB reduction, TNB absorbance 405 nm; Potency, µM (top dose mostly 114 µM), for the others: at the top dose activity change, negative = inhibition, usual class: inhibitors; actives 3% (n = 360,000); AID 485364; further: potency means the concentration at half of the fitted maximal effect; nearly all actives have a fitted effect of over 60% in size
#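 TGR 20 nM + NADPH 100 uM (dispensed conc.), cpd preinc 15 min RT; start with NADPH (500 uM addition) then DTNB (15 mM addition). Kinetic TNB absorbance, 405 nm filter. Four-parameter Hill fit across titration.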
# HCMV inh – blocks human cytomegalovirus replication; HFF cells, HCMV-luciferase reporter, 72 h; stronger effect = lower value; activity change, negative = inhibition, % at 57.5 µM; actives 4.5% (n = 410,000); in the data active means activity change below about -60%; inconclusive means no clear call, values can overlap the other calls; inactive means above about -39%
#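 Two-dose cell screen: HFF monolayers treated with compounds and infected with luciferase-expressing HCMV at 1 PFU/cell, 72 h at 37C, then lysed for luciferase measurement.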
# AmpC detergent – AmpC beta-lactamase inhibition with detergent present. AmpC hydrolysis of nitrocefin, absorbance 480 nm, 0.01% Triton. Potency, µM (top dose mostly 114 µM), for inactives: at the top dose activity change, negative = inhibition, most hits filed as inhibitors. actives 0.041% (n = 370,000). AID 485294;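 further: potency means the concentration at half of the fitted maximal effect; 0% = no-compound wells and -100% = no-enzyme wells; nearly all actives have a fitted effect of over 25% in size; some results filed as inactive show a strong effect at the top dose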
# Target sequence (P00811 whole entry, looked up): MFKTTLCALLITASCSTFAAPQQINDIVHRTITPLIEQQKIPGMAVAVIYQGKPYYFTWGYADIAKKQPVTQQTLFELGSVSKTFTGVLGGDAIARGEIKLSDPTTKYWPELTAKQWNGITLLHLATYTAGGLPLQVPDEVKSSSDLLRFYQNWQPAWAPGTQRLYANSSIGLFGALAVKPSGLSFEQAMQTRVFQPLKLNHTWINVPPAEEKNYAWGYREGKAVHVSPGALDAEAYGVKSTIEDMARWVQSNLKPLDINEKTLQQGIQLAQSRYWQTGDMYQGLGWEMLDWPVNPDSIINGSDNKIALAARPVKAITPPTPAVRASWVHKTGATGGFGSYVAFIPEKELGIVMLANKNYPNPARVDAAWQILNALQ
#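 20 mM phosphate pH 7.0 + 0.01% (detergent screen) or 0.0001% Triton X-100; 5.3 nM AmpC reagent; cpd preinc 15 min RT; nitrocefin (800 uM stock) to start; A480 q20 s × 4 min; Activity was normalised to no-enzyme and no-compound control wells.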
# AmpC inh no detg – blocks E. coli AmpC beta-lactamase in detergent-free assay. P00811. Potency, µM (series often up to 57.1 µM), for the others: top-dose activity change, negative = inhibition, actives largely listed as inhibitors. AmpC nitrocefin hydrolysis, absorbance 480 nm, 0.0001% Triton. AID 485341. actives 0.52% (n = 330,000);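 further: potency means the concentration at half of the fitted maximal effect; plate controls were no compound for no effect and no enzyme for full effect; nearly all actives have a fitted effect of over 20% in size; some results filed as inactive show a strong effect at the top dose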
#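 AmpC (5.3 nM in the dispensed reagent) in 20 mM phosphate pH 7.0 with 0.01% (detergent screen) or 0.0001% Triton X-100 was preincubated with compounds for 15 min at room temperature. Nitrocefin was then added from an 800 uM solution, and hydrolysis was followed at 480 nm.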
# HCV inh – HCV inhibition | Huh7.5.1 HCVcc-Cre infection, luciferase reporter, 44 h | Potency, µM (series often up to 41.8 µM), without a hit: at the highest dose activity change, negative = inhibition, hits mostly inhibitors | actives 3.4% (n = 340,000); further: potency means the concentration at half of the fitted maximal effect
#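 Reporter virus HCVcc-Cre (~0.5 moi) infects cells exposed to compound; seeding density 1,000 cells/well with 4 h settling beforehand. Luminescence, 15 sec read, taken 44 h post-infection following a 15 min RT substrate incubation.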
# Active calls of the source: *; ? = inconclusive; . = no result given; & = joins results of further samples; [ ] = dose if it differs, or a comment. Unless noted, the call rests on the fitted dose curve; in most records, active means well fitted curve in the direction sought with a large enough effect; inconclusive means small, poorly fitted or top-dose-only effect, or another doubt; inactive means no such curve, though single readings can be large; an effect the other way counts as inactive or inconclusive. Unless noted, on the % scale 0 is the no-effect control and ±100 the full control effect.
# Results follow in this order: HCV inh	AmpC detergent	Sm TGR inh	HCMV inh	FBPA Giardia inh	AmpC inh no detg
- COC(=O)COc1ccc(Oc2cc(C)nc(SC)n2)nn1
 : 25%	0%	2%	73	-3%	-15%
- COc1cccc(-n2c(=S)[nH]c3c(oc4ccccc43)c2=O)c1
 : 10%	0%	?	29	-10%	-9%
- CCOC(=O)N1CCN(C(=O)c2ccc3c(c2)sc2nc(-c4ccccc4)cn23)CC1
 : ?	4%	10%	.	0%	92%[activator]
- Cc1ccc(S(=O)Cc2nc(-c3ccc(C(=O)NC(C)c4ccccc4)cc3)oc2C)cc1 (centres undefined)
 : .	18%	14µM*	-23	.	.
- O=C(CCCn1c(=S)[nH]c2ccccc2c1=O)N1CCN(c2cccc(Cl)c2)CC1
 : -25%	-14%	-20%	?	4%	-10%
- Cc1ccc(-n2nc(C(=O)O)cc2-c2ccccc2Cl)cc1
 : 15%	-3%	0%	-38	-19%	-11%
- COCCCNCCOCCOc1ccccc1-c1ccccc1
 : 7.9µM*	3%	1%	-36	-21%	68%[activator]
- COc1ccc(NC(=O)c2oc3ccccc3c2NC(=O)c2ccc3c(c2)OCO3)cc1
 : ?	2%	1%	-16	1%	-35%
- COc1ccccc1CCNC(=O)C(=O)NCCC1CCCCN1S(=O)(=O)c1ccccc1 (centres undefined)
 : ?	9%	-1%	-26	.	40%
- CCN(CC)c1ccc(N=Cc2ccc([N+](=O)[O-])o2)cc1
 : 13µM*	-12%	35µM*	-9	?	-40%
- O=C1[C@@H]2Cc3c([nH]c4ccccc34)C(c3ccc([N+](=O)[O-])cc3)N2C(=O)CN1C1CC1 (some centres undefined)
 : ?	-3%	12%	13	-3%	-2%
- O=C(NC(=S)Nc1cc(C(F)(F)F)ccc1N1CCOCC1)c1sc2ccccc2c1Cl
 : 0%	1%	-4%	5	-11%	-21%
- CCN1CCN(CC(=O)Nc2ccc3c(c2)OCO3)C(=O)C1=O
 : 12%	?	6%	-13	0%	-19%
- CCNc1nc(N)nc(-c2cc(Cl)ccc2OC)n1
 : 8%	-9%	3%	44	6%	-9%
- O=[N+]([O-])c1ccccc1/C=N/Nc1nnc(-c2ccccc2)c(-c2ccccc2)n1
 : -12%	-4%	5%	-34	-1%	-23%
- CC(C)C(=O)NCCSc1c[nH]c2ccccc12
 : 4%	?	-7%	23	-2%	-10%
- O=C(NCCO)C(=O)Nc1cc2c3c(c1)CCC(=O)N3CCC2
 : 0%	-10%	-8%	-3	16%	-8%
- COC(=O)c1ccc(NC(=O)CSc2nncc3ccc(OC)c(OC)c23)cc1
 : -3%	-4%	-10%	29	3%	-16%
- COc1ccc(CNS(=O)(=O)c2c(C(=O)N3CCCCCC3)c(C)n(C)c2C)cc1
 : 26%	-4%	-1%	-7	5%	24%
- COc1cc(C2(O)CCCCC2C)cc(OC)c1OC (centres undefined)
 : 23%	-11%	-2%	-19	1%	-16%
- CN1CCN(S(=O)(=O)c2ccc(NC(=S)NC(=O)C3CCCCC3)cc2)CC1
 : -1%	-9%	-5%	-5	2%	115%[activator]
- COc1cccc(CN(C)C(=O)C2CCN(S(=O)(=O)c3cccs3)CC2)c1OC
 : 17%	-1%	2%	-10	.	15%
- O=C1c2cccc3cc([N+](=O)[O-])cc(c23)C(=O)N1CC1CCCO1 (centres undefined)
 : ?	1%	-28%	-63*	-2%	-11%
- COC(=O)c1ccc(Cn2cc(/C=C\[N+](=O)[O-])c3ccccc32)o1
 : 9%	-5%	-30%	-16	-1%	-41%
- COc1ccc(OC)c(CNC(=O)C2CCCCN2S(=O)(=O)c2ccc(F)cc2)c1 (centres undefined)
 : .	-4%	1%	0	.	.
- Cc1ccc(C(=O)NC2CCN(C(=O)NCc3ccccc3)CC2)cc1
 : -15%	-4%	-29%	-4	5%	-19%
- COc1ccc(Cl)cc1C(=O)Nc1nc2ccccc2[nH]1
 : -13%	-10%	-1%	1	-12%	46%
- O=C(c1ccc2oc(Cc3ccc(Cl)cc3)nc2c1)N1CC[C@H](O)C1
 : 18%	-1%	-1%	-29	.	54%
- O=C(NCCc1ccccc1)/C(=C\c1cccc([N+](=O)[O-])c1)NC(=O)c1ccco1
 : 17%	?	8%	22	8%	-3%
- Cc1ccc(-n2ncc3c(N4CCCC4)ncnc32)c(C)c1
 : 6%	4%	10%	74	-24%	-18%
- CC(C)c1ccc(N2C(=O)N(Cc3ccccc3Cl)c3ccccc3S2(=O)=O)cc1
 : .	7%	6%	-22	.	.
- CC(C)C1Cc2c(sc3c2c(=O)n(Cc2ccccc2)c2nncn32)CO1 (centres undefined)
 : 1%	-6%	2%	-20	0%	-14%
- COc1ccc(C(=O)NNS(=O)(=O)c2ccc(OC)cc2)cc1
 : 17%	5%	-3%	-18	2%	3%
- Cc1cc(Nc2cccc(Cl)c2)nc(NCc2ccccc2)n1
 : ?	?	5%	-77*	-2%	-31%
- O=C(CSc1nc2ccccc2[nH]1)c1ccc(Cl)s1
 : 12%	-2%	-20%	-25	-9%	-39%
- COc1cccc(-c2nnc(NC(=O)C3CCCCC3)o2)c1
 : 19%	-6%	2%	7	-6%	-20%
- Cc1ccc(S(=O)(=O)c2nc(S(C)(=O)=O)sc2N2CC(C)OC(C)C2)cc1 (centres undefined)
 : -7%	1%	-34%	-39	.	-7%
- CC(C)(C)NC(=O)c1ccccc1-c1nc2ccccc2s1
 : -6%	?	-17%	-17	5%	-21%
- CC(C)COC(=O)OCN1C(=O)CN(CCN2CC(=O)N(COC(=O)OCC(C)C)C(=O)C2)CC1=O
 : -8%	-17%	?	73	-3%	169%[activator]
- COc1ccc(NC(=O)CCCC2CCCCC2)cc1S(=O)(=O)N1CCCCC1
 : -5%	-13%	-1%	11	2%	6%
- Cc1cnc(C(=O)OC(C)C(=O)Nc2ccccc2-c2ccccc2)cn1 (centres undefined)
 : 8%[8.37 µM]	-17%	3%	?	.	-4%
- COc1ccc(-c2noc(-c3ccc(N4CCC(C)CC4)c([N+](=O)[O-])c3)n2)cc1OC
 : .	3%	-23%	-7	.	.
- COc1ccccc1Oc1ccc(S(=O)(=O)N2CCCCC2C)cc1 (centres undefined)
 : -12%	?	3%	-11	-16%	-19%
- Cc1ccc(C(=O)Nc2cccc3ccccc23)cc1
 : -15%	-15%	-2%	3	0%	-21%
- COc1ccc(NC(=O)CN2CCN(c3nc(-c4cccc(OC)c4)cs3)CC2)cc1
 : ?	-2%	0%	-36	-9%	43%

# Rewritten as tab-separated lines: entries from further up.
smiles	HCV inh	AmpC detergent	Sm TGR inh	HCMV inh	FBPA Giardia inh	AmpC inh no detg
O=C(CSc1nc2ccccc2[nH]1)c1ccc(Cl)s1	12%	-2%	-20%	-25	-9%	-39%
CC(C)c1ccc(N2C(=O)N(Cc3ccccc3Cl)c3ccccc3S2(=O)=O)cc1	.	7%	6%	-22	.	.

# Remaining list, next part
# Results follow in this order: HCV inh	AmpC detergent	Sm TGR inh	HCMV inh	FBPA Giardia inh	AmpC inh no detg
- CC(Oc1ccccc1)C(=O)Nc1ccc(NC(=O)c2ccccc2)cc1 (centres undefined)
 : .	-3%	6%	14	3%	-9%
- COc1ccc(CC(=O)NNC(=O)CSc2nnc(C)n2-c2ccccc2)cc1
 : 13%	-9%	0%	5	4%	-13%
- COc1ccc2c(c1)c(C(=O)N/N=C/c1ccc(OC)c(OC)c1)c(C)n2C
 : 5%	-11%	0%	2	-1%	-19%
- COc1ccc2[nH]c(C)c(CCNC(=S)Nc3ccccc3OC)c2c1
 : ?	2%	1%	-16	-7%	-47%
- CCOC(=O)c1cnc2c(C)cccc2c1Nc1cccc(C(=O)O)c1
 : -14%	3%	-7%	8	21%	-19%
- Cc1ccc(S(=O)(=O)C2(C(=O)O)CCCC2)cc1C
 : 0%	?	3%	29	6%	-14%
- C[C@H](NC(=O)OCc1ccccc1)C(=O)N[C@@H](Cc1c[nH]c2ccccc12)C(=O)O
 : 1%	-5%	-1%	-5	.	-38%
- COc1ccc(CNC(=O)[C@H](C)N2C(=O)N3CCc4c([nH]c5ccc(OC)cc45)[C@@]3(C)C2=O)cc1
 : ?	?	-15%	-40	-9%	8%
- O=C(c1ccc(N2CCCCC2)c([N+](=O)[O-])c1)N1CCOCC1
 : 14%	2%	9%	-35	2%	-9%
- Clc1ccc(CN(CC2CCCO2)C(c2cccs2)c2nnnn2C2CCCC2)cc1 (centres undefined)
 : ?	?	2%	-39	1%	-26%
- COc1cc(CC(=O)OCC(=O)Nc2ccccc2C#N)cc(OC)c1OC
 : 7%	-5%	0%	0	.	-2%
- Cc1csc2nc(COC(=O)CNC(=O)c3ccc(F)cc3)cc(=O)n12
 : .	2%	2%	15	.	.
- CCOC(=O)C1(CCOC)CCN(Cc2ccc3nonc3c2)CC1
 : -12%	6%	3%	-28	2%	5%
- COc1cc2c(cc1OC)C(COc1ccc(F)cc1)N(C(=O)c1ccc(S(=O)(=O)N3CCCC3)cc1)CC2 (centres undefined)
 : .	10%	-2%	13	.	.
- O=C(NCCN1CCN(C(=O)c2cc3ccccc3oc2=O)CC1)c1cc2ccccc2oc1=O
 : 15%	-1%	1%	12	0%	1%
- O=C(CCc1nnc(-c2ccc3c(c2)OCO3)o1)NC(c1ccccn1)C(F)(F)F (centres undefined)
 : -2%	-11%	5%	-8	1%	10%
- Cc1cc(=O)oc2cc(OCC(=O)OCC(=O)Nc3c(C)n(C)n(-c4ccccc4)c3=O)ccc12
 : -8%	-1%	-5%	-36	5%	-28%
- O=C(CSc1nncc(=O)[nH]1)NCc1ccccc1
 : -5%	0%	1%	32	0%	-5%
- CCc1ccc2[nH]c(=O)c(C(c3nnnn3CC3CCCO3)N3CCN4CCCC4C3)cc2c1 (centres undefined)
 : -15%&2%	2%	?	45	-24%	142%[activator]
- C#Cc1ccc(CN2CCN(CCCc3ccccc3)C(CCO)C2)cc1 (centres undefined)
 : -27%	-6%	-2%	37	17%	47%
- CC(=O)NS(=O)(=O)c1ccc(NC(=O)c2ccc3c(c2)C(=O)N(CCC(C)C)C3=O)cc1
 : 5%	-2%	0%	-18	7%	-39%
- CN1C(=O)N(CC(=O)N2CCN(S(=O)(=O)c3ccc4c(c3)CCC4)CC2)C(=O)C12CCCCC2
 : 24%	-8%	4%	-7	.	-3%
- COc1ccc(OCCOc2ccc(S(=O)(=O)N3CCCC3)cc2C(N)=O)cc1
 : ?	-1%	6%	-2	.	-1%
- COc1ccc(OC)c(NC(=S)N2c3ccccc3CC2C)c1 (centres undefined)
 : -6%	-6%	0%	19	.	123%[activator]
- O=C(NC1CCCCC1)C(c1cccnc1)N(C(=O)c1csnn1)c1ccccc1 (centres undefined)
 : -4%	2%	-2%	6	7%	-3%
- CC1Cc2ccccc2N1C(=O)CSc1nnnn1C(C)C (centres undefined)
 : 13%	-4%	4%	-6	-1%	-30%
- CC1CN(S(=O)(=O)c2cccc(-c3cn4cccnc4n3)c2)CC(C)O1 (centres undefined)
 : .	3%	-3%	.	-14%	-1%
